miR122 inh: miR-122 Renilla sensor signal increase in Huh7, primary screen, miR-122 inhibitor project, cell-based, single point, plate reader; Huh7 miR-122 Renilla luciferase sensor, 48 h; neutral wells = 0, positive control = 100; 340,000 compounds, 0.3% hits; activation (reporter increase), % at 12.5 µM;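 active means mean replicate activation score at least 90 and every replicate individually at or above 90; inconclusive means only one of the two criteria met; inactive means neither criterion met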;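 further: higher luciferase means less miR-122 activity so hits act as miR-122 inhibitors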
Active calls of the source: *; u = inconclusive. The list is partial; count on the stated rates, not on these rows.

SMILES	miR122 inh
CC(=O)Nc1ccc2nc(-c3cccnc3)[nH]c2c1	17
Cc1ccc(C)c(NC(=O)CSc2nnc(CCNC(=O)OC(C)(C)C)o2)c1	u
O=C(Nc1ccc(NC(=O)C2CC2)nc1)c1cccnc1	9
COC(=O)c1nn(-c2ccc(-c3ccccc3)cc2)cc1O	-4
CCCCS(=O)(=O)CC(COc1ccccc1)OC(=O)c1ccccc1 (configuration not stated)	-6
C#CCOCCOCCOCCNc1nc(N2CCN(C(=O)CCCCCCCCCCNC(=O)[C@H]([C@@H](C)CC)n3cc(CCCCN=C(N)N)nn3)CC2)nc(N2CCN(C(=O)CCCCCCCCCCNC(=O)[C@H](CO)n3cc(CCCCCN)nn3)CC2)n1	-9
CCC1CCCCN1CCCNC(=O)c1ccc(CS(=O)(=O)Cc2ccccc2F)o1 (configuration not stated)	-1
CC1=NN(c2nc(C)cc(C)n2)C(=O)C1CCC(C)C (configuration not stated)	-3
CO/N=C(/CS(=O)(=O)Cc1ccccc1Cl)c1ccc(Cl)cc1Cl	0
CC(=O)N1CCCc2cc(S(=O)(=O)NCc3ccc(C)cc3)ccc21	17
CC(=O)OCCCNc1cc(Sc2nc3ccccc3s2)c2nonc2c1[N+](=O)[O-]	-3
O=C(/C=C/c1ccco1)NC(=S)Nc1cccc(-c2nc3ccccc3o2)c1	130*

The list goes on (2 carried over from the part before).
SMILES	miR122 inh
CC(=O)OCCCNc1cc(Sc2nc3ccccc3s2)c2nonc2c1[N+](=O)[O-]	-3
O=C(/C=C/c1ccco1)NC(=S)Nc1cccc(-c2nc3ccccc3o2)c1	130*
COC(=O)CSc1nnc(-c2sc3ccccc3c2Cl)o1	-2
CCNc1c([N+](=O)[O-])ncn1C	2
O=C(Nc1ccc(-n2nncc2-c2ccco2)cc1)c1cc2ccccc2oc1=O	1
COc1ccc(C2CC(C(F)(F)F)n3nc(C(=O)NCc4c(C)nn(C)c4C)c(Cl)c3N2)cc1 (configuration not stated)	-6
COC(=O)c1ccc(N2CCN(CC(=O)c3ccc(-c4ccccc4)cc3)CC2)c([N+](=O)[O-])c1	7
CCOc1ccc(N2C(=O)CC(n3nc(C)cc3C)C2=O)cc1 (configuration not stated)	-10
CCOC(=O)c1c(C)nc2sc3c(=O)n(-c4ccc(C(C)=O)cc4)cnc3c2c1-c1ccc(OC)cc1	-1
Cc1ccc(C(=O)OCC(=O)Nc2ccccc2C(F)(F)F)cc1S(=O)(=O)N1CCOCC1	-4
O=C(Oc1cc2oc(=O)cc(-c3ccccc3)c2cc1Cl)C1CCCCC1	0
CN(NC(=O)c1ccc(Cl)cc1)c1nc(-c2ccccc2)nnc1C(F)(F)F	-3
O=C(Nc1ccc(/C=C/c2nc3ccccc3o2)cc1)c1cccc(C(F)(F)F)c1	-1
OC(c1cccc(Cl)c1)c1ncc(-c2ccc(C(F)(F)F)cc2)[nH]1 (configuration not stated)	4

Six entries from above, as a markdown table:
| Compound | miR122 inh |
| --- | --- |
| O=C(Nc1ccc(/C=C/c2nc3ccccc3o2)cc1)c1cccc(C(F)(F)F)c1 | -1 |
| CCNc1c([N+](=O)[O-])ncn1C | 2 |
| O=C(Oc1cc2oc(=O)cc(-c3ccccc3)c2cc1Cl)C1CCCCC1 | 0 |
| OC(c1cccc(Cl)c1)c1ncc(-c2ccc(C(F)(F)F)cc2)[nH]1 (configuration not stated) | 4 |
| CN(NC(=O)c1ccc(Cl)cc1)c1nc(-c2ccccc2)nnc1C(F)(F)F | -3 |
| Cc1ccc(C(=O)OCC(=O)Nc2ccccc2C(F)(F)F)cc1S(=O)(=O)N1CCOCC1 | -4 |

Other results:
SMILES	miR122 inh
CC(C)Nc1ccccc1	2
O=C(Nc1ccc(-c2cn3ccsc3n2)cc1)C1CCCC1	3
COc1ccc(/C=N/NC(=O)C(=O)NCc2cccnc2)cc1OC	0
CNC(=O)CSc1nc(-c2ccccc2)c(-c2ccccc2)[nH]1	24
CC(C)OC(=O)CSc1nnc(CNc2nc(-c3ccccc3)cs2)n1C	-7
CCCCCc1c2c(cc(O)c1C(=O)O)OC(=O)c1c(cc(OC)cc1C(=O)CCCC)O2	6
CCOc1ccccc1OCCCOc1ccc([N+](=O)[O-])cc1Cl	7
Cc1ccc(-c2[nH]nc3c2C(c2ccoc2)C(C#N)=C(N)O3)cc1C (configuration not stated)	2
O=C(Nc1cccc2nsnc12)C1CC(=O)N(c2ccccc2)C1 (configuration not stated)	1
Cc1ccc(S(=O)(=O)N2CCC(=O)N(C(COCc3cccc(C(F)(F)F)c3)C(C)C)CC2)cc1 (configuration not stated)	-10
COc1ccc(/C=C2\CCCC3C2=NN(C(=O)c2scnc2C)C3c2ccc(OC)c(OC)c2)cc1OC (configuration not stated)	-2
O=C(CCC(=O)N1CCCc2ccccc21)N1CCN(S(=O)(=O)c2ccccc2)CC1	-10
CN1CCC(=NNC(=O)C(=O)NC2CCCC2)CC1	22
COc1cc(C(=O)N2CCC(c3nc(-c4cccnc4)no3)CC2)cc(OC)c1OC	0
CN(c1ccc(C(=O)N2CCc3ccccc3C2)cc1)S(C)(=O)=O	5
O=C(O)CCCC(=O)Nc1ccccc1C(=O)N1CCCC1	-1
Cc1onc(-c2ccccc2)c1C(=O)Nc1nnc(-c2ccncc2)s1	3
CN(C)S(=O)(=O)c1ccc(C(=O)Nc2ccc(CN3CCCC3)cc2)cc1	3
CS(=O)(=O)N(CC(=O)N/N=C/c1cccs1)c1cccc(Cl)c1Cl	8
Cc1ccc(C(=O)COC(=O)CCC(=O)Nc2cc(Cl)ccc2Cl)cc1[N+](=O)[O-]	4
CSc1ccc(Cl)c(C(=O)OCC(=O)NCc2ccco2)c1	5
CS(=O)(=O)N1CCN(c2ccccc2NC(=O)c2cccs2)CC1	-3
Cc1ccc(/C=N/n2c(-c3cccs3)n[nH]c2=S)cc1	3
COC(=O)[C@H](C)N(Cc1ccc(Cl)c(Cl)c1)S(=O)(=O)CCNC1CCCC1	1

Some of the entries so far, with bars between the fields.
compound | miR122 inh
CN(c1ccc(C(=O)N2CCc3ccccc3C2)cc1)S(C)(=O)=O | 5
CSc1ccc(Cl)c(C(=O)OCC(=O)NCc2ccco2)c1 | 5
Cc1ccc(C(=O)COC(=O)CCC(=O)Nc2cc(Cl)ccc2Cl)cc1[N+](=O)[O-] | 4
Cc1ccc(/C=N/n2c(-c3cccs3)n[nH]c2=S)cc1 | 3
Cc1onc(-c2ccccc2)c1C(=O)Nc1nnc(-c2ccncc2)s1 | 3
CN1CCC(=NNC(=O)C(=O)NC2CCCC2)CC1 | 22

Next compounds follow:
SMILES	miR122 inh
C=CCSc1n[nH]c(-c2ccc(OC)cc2)n1	-3
O=C(O)CSCc1cn2cc(Cl)ccc2n1	3
CC(C)Cn1c(-c2ccco2)csc1=Nc1cccnc1	-5
Cc1nc2scc(-c3ccccc3)c2c(=O)n1/N=C/c1ccco1	4
COC(=O)C1=C(C)OC(N)=C(C#N)C1c1ccc(OC)c(OC)c1OC (configuration not stated)	3
Cc1cc(NC(=O)CSc2nnc(-c3ccoc3C)o2)no1	-2
Cc1ccc(C(=O)N/C(=C\c2cccs2)C(=O)N2CCCCCC2)cc1	10
CCc1ccc(NC(=O)CNS(=O)(=O)c2c(C)noc2C)cc1	4
CC1CC(C)CN(C(=O)Cn2c(=O)n(CCCCC(=O)NCc3ccco3)c(=O)c3ccccc32)C1 (configuration not stated)	-5
CCN(CC)S(=O)(=O)c1ccc2nc(NC(=O)c3cccs3)sc2c1	9
O=C(CCCC(=O)N(CC(=O)NC1CCCC1)Cc1ccc2c(c1)OCO2)Nc1ccccn1	-1
COc1ccccc1CNc1nc(-c2cc(C)n(C)c2C)cs1	-1
CCCNC(=O)C(=O)Nc1ccc(N(C)C)cc1	3
CNC(=S)NNC(=O)Cc1ccc(OC)c(OC)c1	4
COc1ccccc1-n1c(CNc2ccc(F)cc2)nnc1SCC(=O)Nc1cc(C)on1	1
O=C1C(=C2SCCCS2)CC/C1=C\c1ccc(F)cc1	-15
Cn1c(=O)n(C)c2cc(C(=O)c3ccccc3)ccc21	-1
COCOc1cc(O)c(C(=O)/C=C/c2ccc(OCOC)c(OCOC)c2)c(OCOC)c1	0
Cc1cc(C)nc(SCc2nc3ncccn3c2Br)n1	2
O=C(N/N=C\c1ccc(Cl)cc1)c1sccc1-n1cccc1	1
Cc1cc(C)c(C)c(Cn2c(CO)nc3ccccc32)c1C	-2
CCS(=O)(=O)N1CCCC(C(=O)NCc2cccnc2)C1 (configuration not stated)	0
COc1ccc(CNC(=O)c2cccc3c(-c4ccc(F)c(F)c4)coc23)cc1OC	-4
COc1cccc(CNc2cnc3ccccc3c2)c1O	-13
C=CCOc1nc(-c2ccncc2)nc2ccccc12	-12
CCCS(=O)(=O)N1CCC(C(=O)NCCCOC)CC1	-6
Cc1ccccc1OCC(O)Cn1nnc2ccccc21 (configuration not stated)	-3
O=C(CN1CCC(Cc2ccccc2)CC1)NC(=O)NCc1ccco1	-2
CN(C)S(=O)(=O)c1ccc(C(=O)Nc2ccccc2C(=O)O)cc1	13
Cc1c(C)n(C(=O)CN2CCC(C)CC2)c2ccccc12	1
CN(C/C(O)=C(\C#N)c1ccccc1)C1CCCCC1	2
Cn1c(=O)c2c(nc(SCCN3CCOCC3)n2Cc2ccccc2)n(C)c1=O	2
COc1ccc(C(NC(=O)c2ccco2)c2ccc(OC)c(OC)c2)cc1 (configuration not stated)	-6
Brc1ccc(/C=N/Nc2ncnc3c2cnn3Cc2ccccc2)cc1	-3
CCC1(C)Cc2c(sc3c2c(=O)n(-c2ccccc2)c(=O)n3C)CO1 (configuration not stated)	-3
CCCCSC1(SCCCC)N=C(N)C2(C#N)C(c3ccccc3)NC(C)=CC12C#N (configuration not stated)	-7
OC(COc1ccccc1)CN1C2=NCCCN2c2ccccc21 (configuration not stated)	3
CCOC(=O)c1c(C)nc2sc(C(N)=O)c(N)c2c1-c1ccc(OC)cc1	-10
CC(C(=O)NCCCN1CCOCC1)n1cccc1C(=O)c1ccccc1 (configuration not stated)	-2
COc1ccc2c(c1)[nH]c(=O)c1sc3ccccc3c12	0
COc1ccc(-c2ccc3c(c2)S(=O)(=O)c2cccc(C(=O)NC4CCCCC4)c2C3=O)cc1OC	2
CC(C)OC(=O)c1cccnc1SCC(=O)N(C)c1ccccc1	1
CC(C)=CC1C=C(C)C(C)C2C(=O)NNC(=O)C12 (configuration not stated)	4
COc1ccc(C2C3=C(N=C4SCC(=O)N42)c2ccccc2CC3)cc1 (configuration not stated)	-4
COc1ccc(Oc2nc(C)cc(C)c2C#N)cc1	3
Cc1cccc(OCC(=O)O/N=C(\N)c2ccc(Cl)cc2)c1	-4
Cn1c(N)c(S(=O)(=O)c2ccc(Br)cc2)c2nc3ccccc3nc21	77
CC(C)CN(CCC(=O)O)CC(C)C	-6
Cn1cc(CC(=O)N2CCN(c3ccc(Cl)cc3)CC2)c2ccccc21	0
Cc1ccc(S(=O)(=O)Nc2cc(C(=O)Nc3cc(C)cc(C)c3)ccc2Cl)cc1	-2
O=C(/C(=C/O)N=Nc1ccccc1)c1ccncc1	-1
Cc1cc(NC(=O)c2ccco2)ncc1NC(=O)CCc1ccccc1	5
CCS(=O)(=O)N1CCCC(C(=O)NC2CCCCC2)C1 (configuration not stated)	-7
Cc1cc(NC(=O)CSc2nnc(COc3ccccc3)o2)no1	-2
CCc1ccc(NC(=O)N(C2CCCCC2)C(C)c2cccnc2)cc1 (configuration not stated)	1
Cc1ccc(S(=O)(=O)Nc2cccc(-c3cn4ccsc4n3)c2)cc1	142*
Cc1ccc2[nH]c3c(c2c1)CN(C(=O)CN1CCN(c2cccc(C)c2C)CC1)CC3	2
COc1ccccc1[C@@H]1C(c2cccc(Cl)c2)=NN(c2ccccc2)[C@H]1C(=O)N1CCOC1=O	-3
CCOC(=O)N1CCN(c2ccc(S(=O)(=O)N(Cc3ccccc3)Cc3ccccc3)cn2)CC1	-4
COc1cc(-n2c(=O)c3ccccc3n(Cc3cccnc3)c2=O)cc(OC)c1OC	3

miR122 inh, what is marked active above.
SMILES	miR122 inh
O=C(/C=C/c1ccco1)NC(=S)Nc1cccc(-c2nc3ccccc3o2)c1	130*
Cc1ccc(S(=O)(=O)Nc2cccc(-c3cn4ccsc4n3)c2)cc1	142*

Next part
SMILES	miR122 inh
Cc1cccc(N(C(=O)Cn2nnc3ccccc32)C(C(=O)NCc2ccco2)c2ccncc2)c1 (configuration not stated)	0
CC(C)(C)C(=O)Nc1cccc(C(=O)c2cccc(NC(=O)C(C)(C)C)c2)c1	-9
O=C(Cn1nnc(-c2ccccc2)n1)Nc1ccc2c(c1)OCO2	-2
CC(C)OC(=O)CSc1nnc(-c2cccnc2)n1N	-6
FC(F)(F)c1nnc(-c2ccccc2)nc1Sc1ccccc1	-11
Cc1onc(-c2ccccc2Cl)c1C(=O)NCc1ccc(N2CCCC2=O)cc1	0
Cc1nc(NC(=O)c2ccccc2)sc1-c1csc(NCc2ccccc2)n1	1
Cc1nc2ccc(S(=O)(=O)N(C)CC(=O)NCc3ccc4c(c3)OCO4)cc2s1	8
CCOC(=O)c1oc2nc(C)c3c(c2c1N)CC(C)(C)OC3	2
CCC(=O)N(Cc1cc2cc(C)c(C)cc2[nH]c1=O)C1CCCCC1	-8
CC(C)CC(=O)NCCNC(=O)c1cc(OCC(F)(F)F)ccc1OCC(F)(F)F	55
COCCNc1ncnc2c1cnn2Cc1ccc(Cl)cc1	-5
O=C(COC(=O)c1ccc(NS(=O)(=O)c2cccs2)cc1)NCc1ccco1	19
O=C1CC(N2CCN(c3ccccc3Cl)CC2)C(=O)N1c1cccc(F)c1 (configuration not stated)	-1
Cc1cc(C)n2nc(SCC(=O)Nc3c(C)n(C)n(-c4ccccc4)c3=O)nc2n1	-4
c1cc2c(nn1)CCc1nonc1-2	5
CCOc1ccc2[nH]c(=O)c(CN(Cc3nnnn3CCc3ccccc3)CC3CCCO3)cc2c1 (configuration not stated)	-2
COc1ccc(C(CC(=O)NC(C)(C)C)n2cccc2)cc1 (configuration not stated)	0
CSc1ccc(-c2nnn(Cc3ccc(C)cc3)n2)cc1	1
CC(=O)NCC(=O)OCC(=O)c1ccc2ccccc2c1	-1
O=C(CSc1nnc(-c2cccs2)n1Cc1ccccc1)NCc1ccc2c(c1)OCO2	0

Screening data deposited in PubChem by Broad Institute.
